TIM10 inh – growth inhibitors of TIM10 yeast strain; actives 1.4% (n = 330,000); inhibition, % at 10 µM; S. cerevisiae TIM10 strain growth, BacTiter-Glo luminescence, 24 h; AID 463195;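 active = inhibition of 40% or more at the single tested concentration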;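 also: wild-type TIM10 isogenic control strain grown at permissive 25 °C; 0% = DMSO yeast wells and 100% = minimal medium wells without yeast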
NR3A LBD binder – NR3A (human) ligand-binding domain modulation. NR3A LBD differential scanning fluorimetry, Tm shift; 0% = protein alone, 100% = glycine-bound protein. Tm shift relative to glycine control, % at 25 µM. actives 2.5% (n = 340,000). AID 1259313;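 active = melting temperature shift of at least 10% of the positive control shift, at one fixed dose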
tim23-1 inh – growth inhibitors of tim23-1 mutant yeast; AID 463212; S. cerevisiae tim23-1 growth, BacTiter-Glo luminescence, 24 h; actives 1.3% (n = 330,000); inhibition, % at 20 µM;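 active = growth inhibition of the mutant yeast at or above 50%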;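 also: temperature-sensitive mutant grown at 25 °C; plate controls were DMSO-treated mutant yeast for no effect and medium wells lacking yeast for full effect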
tim10-1 inh – inhibits growth of tim10-1 mutant yeast; S. cerevisiae tim10-1 ts strain growth, BacTiter-Glo, 24 h; inhibition, % at 20 µM; actives 2.2% (n = 330,000); AID 463190;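 active = inhibition of at least 40%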;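 also: mutant grown at 25 °C; 0% = DMSO wells with yeast and 100% = wells holding no yeast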
XBP1 UPR activ – activators of adaptive arm of unfolded protein response (XBP1). CHO-XBP1 luciferase reporter, IRE1-XBP1 UPR activation, luminescence; percent of tunicamycin response, DMSO as zero. activation, % at 20 µM. actives 0.33% (n = 330,000);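 active = versus positive control, 20 µM dose yields 30% or more activation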;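 also: 100% = tunicamycin at 10 µg/mL and 0% = DMSO only wells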
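Material: CHO-XBP1 cells stably carrying IRE1-XBP1-driven luciferase reporter / Amount: 1000 cells per well / Compound: 20 µM, 1% DMSO / Times: 6 h treatment, 37 °C / Detection: luciferase luminescence / Measure: % activation of reporter signal versus tunicamycin and DMSO controls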
UPR CHOP act – apoptotic UPR (CHOP) activation; CHO-CHOP luciferase reporter, luminescence; percent of tunicamycin response over DMSO baseline; activation, % at 10 µM; actives 0.34% (n = 330,000); AID 449763;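 active = at 10 µM dose, activation of 40% or more, normalized to positive control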;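 also: 100% = tunicamycin at 10 µg/mL and 0% = DMSO alone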
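Material: CHO-CHOP cells, stable luciferase reporter of PERK-eIF2a-CHOP signalling; quantity: 500 reporter cells seeded per well; buffer or medium: F12 medium containing 10% fetal bovine serum; compound: one dose, 10 µM in 0.5% DMSO; incubation: 6 h compound treatment, 37 °C; measured by: Steady-Glo luciferase luminescence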
APJ ag – activates the human apelin receptor APJ | CHO-K1 APJ PathHunter beta-arrestin, luminescence; 0% DMSO wells, 100% apelin | activation, % at 20 µM | actives 0.11% (n = 330,000) | AID 2520;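 active = activation more than six SD over the plate average, tested at 20 µM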;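 also: 0% = DMSO alone and 100% = apelin-13 at 10 nM; some results filed as inactive read as strong as hits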
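Test system – PathHunter CHO-K1 APJ (AGTRL-1) beta-arrestin reporter cells · Input – 1000 cells/well · Compound – single test compound dose, 20 µM final, 1% DMSO · Times – compound stimulation 90 min at 25 °C, detection 60 min · Technique – beta-gal luminescence · Read-out basis – APJ–arrestin association signal · Control set – negative DMSO alone, positive Apelin-13 at 10 nM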
NLRP3 yeast inh – NALP3 inhibition in yeast. Yeast reconstituted NLRP3/ASC/caspase-1, beta-gal luminescence, 24 h. inhibition, % at 10 µM. actives 0.39% (n = 330,000). AID 2825;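 active = inhibition of 50% or more; inactive = inhibition below 50%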;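 also: plate controls were induced DMSO wells for no effect and uninduced yeast grown without galactose for full effect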
Mdm2-MdmX inh – disrupts the human Mdm2-MdmX interaction | inhibition, % at 8 µM | actives 3% (n = 330,000) | SaOS-2 split-luciferase Mdm2/MdmX complementation, luminescence;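 active = inhibition of at least 50% at 8 µM in the primary screen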
Target sequence (O15151 whole entry, looked up): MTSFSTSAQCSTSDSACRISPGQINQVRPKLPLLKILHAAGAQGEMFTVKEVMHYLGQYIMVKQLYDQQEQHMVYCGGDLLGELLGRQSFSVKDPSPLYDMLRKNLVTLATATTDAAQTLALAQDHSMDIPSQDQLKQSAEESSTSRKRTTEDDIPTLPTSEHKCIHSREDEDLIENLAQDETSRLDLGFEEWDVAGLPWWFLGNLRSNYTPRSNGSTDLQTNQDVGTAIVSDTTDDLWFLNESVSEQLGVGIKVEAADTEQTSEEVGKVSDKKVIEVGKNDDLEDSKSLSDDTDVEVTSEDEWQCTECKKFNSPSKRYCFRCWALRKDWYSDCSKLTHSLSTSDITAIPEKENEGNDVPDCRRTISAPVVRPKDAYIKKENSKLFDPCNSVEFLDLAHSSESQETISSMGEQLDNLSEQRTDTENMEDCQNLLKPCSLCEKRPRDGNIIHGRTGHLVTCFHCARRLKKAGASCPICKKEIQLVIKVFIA
Target sequence (Q00987 whole entry, looked up): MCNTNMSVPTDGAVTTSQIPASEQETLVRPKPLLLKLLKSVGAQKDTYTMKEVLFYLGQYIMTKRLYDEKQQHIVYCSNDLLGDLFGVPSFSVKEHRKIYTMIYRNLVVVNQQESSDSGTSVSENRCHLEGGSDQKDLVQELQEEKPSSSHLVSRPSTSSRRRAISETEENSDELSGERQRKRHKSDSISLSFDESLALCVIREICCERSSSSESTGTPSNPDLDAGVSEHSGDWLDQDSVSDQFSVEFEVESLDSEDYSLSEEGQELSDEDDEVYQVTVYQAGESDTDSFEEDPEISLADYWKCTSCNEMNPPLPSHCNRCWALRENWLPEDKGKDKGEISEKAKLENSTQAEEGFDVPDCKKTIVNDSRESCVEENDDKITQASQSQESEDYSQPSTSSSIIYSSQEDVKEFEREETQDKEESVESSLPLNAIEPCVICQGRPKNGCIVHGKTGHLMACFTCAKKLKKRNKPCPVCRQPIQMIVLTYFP
Active calls of the source: *.

no. | structure | NLRP3 yeast inh | tim10-1 inh | NR3A LBD binder | tim23-1 inh | XBP1 UPR activ | TIM10 inh | Mdm2-MdmX inh | UPR CHOP act | APJ ag
1 | CC1Cc2ccccc2N1CC(=O)NC(c1ccccc1)c1ccccc1 (stereo unspecified) | -3 | 28 | -1 | -1 | 0 | 3 | 6 | -0.4 | -3
2 | CCc1cccc(C)c1NC(=S)N(CCN(C)C)Cc1cccs1 | 3 | 28 | 0 | 7 | 2 | -4 | 3 | -1.5 | -1
3 | C/C(CC1(O)/C(=N/O)CCc2nonc21)=N\O (stereo unspecified) | -6 | 10 | -1 | 1 | 2 | 14 | 27 | 0.5 | -2
4 | Cc1ccc(-c2nnc3sc(-c4ccncc4)nn23)cc1 | 15 | 11 | -3 | 15 | 6 | 13 | 11 | -2.9 | 1
5 | CC(NC(=O)CNC(=O)c1ccco1)c1ccccc1 (stereo unspecified) | 14 | 9 | 0 | 2 | -1 | 6 | 16 | 1.8 | -5
6 | CC(=O)c1cccc(NC(=O)C2=CC(c3cccs3)=NS(=O)(=O)N2C)c1 | -3 | 8 | -3 | 3 | -2 | 4 | 8 | 0.2 | 2
7 | COc1ccc(CCNC(=O)c2ccc(CN3CCC(Cc4ccccc4)CC3)cc2)cc1 | 32 | -31 | -1 | -40 | -3 | -63 | 23 | -2.7 | -1
8 | O=C(COC(=O)Cc1ccc(F)cc1)NC1CCS(=O)(=O)C1 (stereo unspecified) | 11 | 4 | 0 | 12 | -1 | -5 | 1 | -0.4 | -4
9 | O=C(CN1C(=O)COc2ccccc21)Nc1ccc(N2CCOCC2)cc1 | 9 | -12 | -2 | 4 | -3 | 14 | 4 | 0.4 | 10
10 | CCOC(=O)C1CCN(C(=O)c2cc(CN3C(=O)c4ccccc4C3=O)ccc2OCC)CC1 | 10 | 19 | 0 | 25 | -3 | 21 | 30 | 0.9 | -3
11 | O=C(CCc1nc2ccccc2c(=O)[nH]1)OCCOc1ccc(Cl)cc1 | 10 | 1 | 2 | -2 | 7 | 1 | -5 | -1.9 | -6
12 | COc1ccc(CNC(=O)Cc2ccc(NC(=O)C3=C(C)OCCS3)cc2)cc1 | 7 | 22 | -1 | 7 | -1 | -4 | 12 | 3.0 | -5

An excerpt from above in order of their number in NLRP3 yeast inh, ascending.
| item | Compound | NLRP3 yeast inh |
| --- | --- | --- |
| 6 | CC(=O)c1cccc(NC(=O)C2=CC(c3cccs3)=NS(=O)(=O)N2C)c1 | -3 |
| 12 | COc1ccc(CNC(=O)Cc2ccc(NC(=O)C3=C(C)OCCS3)cc2)cc1 | 7 |
| 7 | COc1ccc(CCNC(=O)c2ccc(CN3CCC(Cc4ccccc4)CC3)cc2)cc1 | 32 |

Carrying on.
no. | structure | NLRP3 yeast inh | tim10-1 inh | NR3A LBD binder | tim23-1 inh | XBP1 UPR activ | TIM10 inh | Mdm2-MdmX inh | UPR CHOP act | APJ ag
13 | O=C(CN1C(=O)c2ccccc2C1=O)Nc1ccccc1C(=O)NC1CCCCCC1 | 15 | 36 | -4 | 36 | -2 | 29 | 23 | -2.1 | -3
14 | Cc1cc(C)c(NC(=O)CN(C)C(=O)CNC(=O)c2cccs2)c(C)c1 | 2 | 1 | 0 | 12 | -4 | 13 | 0 | 0.3 | -1
15 | C/C(=N\NC(=O)c1ccc(Br)o1)c1cc2c(cc1NC(=O)CCC(=O)O)OCO2 | 15 | 4 | 2 | 3 | -5 | 5 | 7 | -0.7 | 0
16 | COc1ccc(CN2CCN(S(=O)(=O)c3ccccc3)CC2)c(OC)c1OC | -1 | 1 | 1 | 2 | -1 | -8 | 11 | -0.5 | -3
17 | Nc1nc2c(c(=O)[nH]1)C(c1ccccc1)C1=C(N2)c2ccccc2C1=O (stereo unspecified) | -3 | -8 | -1 | 6 | -3 | 2 | 9 | -3.3 | -7
18 | Cc1ccc(S(=O)(=O)Cn2nnnc2CN2CCCC3(CCCCC3)C2)cc1 | 20 | 33 | -3 | 26 | -1 | 14 | 17 | 0.5 | 1
19 | CSc1ccccc1OCc1cc(C(=O)NC2CCc3ccccc32)no1 (stereo unspecified) | 4 | -5 | -1 | -1 | -2 | -21 | 24 | -2.3 | 0
20 | Cc1ccc(C)c(-n2c(C)cc(/C=N/NC(=O)c3c(C)nc4cc(C)ccn34)c2C)c1 | -3 | 53* | -3 | 39 | 5 | 42* | 30 | 2.2 | 0
21 | CCc1ccc2oc(C(=O)NC3CCS(=O)(=O)C3)cc(=O)c2c1 (stereo unspecified) | 2 | 10 | -1 | -3 | 15 | 1 | -8 | -1.8 | -2
22 | COc1ccc(/C=N/n2c(COc3ccccc3)n[nH]c2=S)cc1OC | 27 | 25 | -1 | 34 | 6 | 20 | 13 | 0.5 | -3
23 | COc1c2c(cc3oc(=O)ccc13)OC(C)(C)C=C2 | -8 | 25 | -2 | 32 | 2 | 9 | -32 | 4.7 | -2
24 | CC(C)c1cc(C(C)C)n2nc(N)nc2n1 | 2 | 3 | 10* | 3 | 8 | -12 | 1 | -0.9 | 0
25 | O=C(c1ccccc1F)N1CCCc2ccccc21 | 21 | 4 | -2 | -3 | -7 | 4 | 9 | -2.7 | -3
26 | COCCNC(=O)CN(c1cc(C(F)(F)F)ccc1Cl)S(C)(=O)=O | 18 | 2 | 7 | 3 | 1 | 13 | -14 | -1.5 | -6
27 | COc1ccc(-c2nc(C#N)c(N3CCCCCC3)o2)cc1OC | 17 | 39 | -2 | -34 | 4 | -10 | 17 | 4.1 | -3
28 | Cc1ccccc1Cn1c(NC2CCCC2)nc2c1c(=O)[nH]c(=O)n2C | 19 | 4 | 3 | -2 | 0 | 14 | 19 | 0.8 | 0
29 | COC(=O)c1c(-c2ccc(F)cc2)noc1N | 0 | -3 | -2 | 16 | 3 | 7 | 1 | -1.2 | -5
30 | CCOC(=O)c1c(NC(=O)CSc2nnnn2C)sc(CC)c1C | 16 | 22 | -4 | 41 | 0 | 13 | 4 | 0.2 | 1
31 | Cn1c(=O)oc2cc(S(=O)(=O)NCCC(=O)N3CCN(c4ccccc4F)CC3)ccc21 | 2 | 19 | 0 | 2 | -3 | -10 | 18 | 0.3 | 0
32 | Cc1ccc2c(c1)c1c(n2CC(O)CNC(CO)(CO)CO)CCCC1 (stereo unspecified) | -2 | 10 | 0 | 11 | -3 | 4 | 14 | -1.1 | 2
33 | CCOc1ccccc1NS(=O)(=O)c1csc(C(N)=O)c1 | 15 | 10 | 0 | 5 | -3 | 3 | 5 | 0.9 | -2
34 | COc1ccc(C(=O)OCn2nnc3ccccc3c2=O)cc1OC | 30 | -23 | 6 | -14 | 5 | -4 | 23 | -0.4 | -1
35 | NC1=NC(c2ccc(Cl)cc2)n2c(nc3ccccc32)N1 (stereo unspecified) | 6 | 32 | 4 | 1 | 0 | 22 | 6 | -2.2 | -6
36 | CCn1c(CCc2ccccc2)nnc1SCC(N)=O | 20 | -20 | 2 | 4 | -4 | -9 | -16 | -0.8 | -3
37 | O=C(NCc1ccccc1)c1cncc(Br)c1 | 8 | 9 | -3 | -1 | 0 | -1 | 28 | -0.9 | -1
38 | Nc1ncnc(Oc2cccc3cccnc23)c1[N+](=O)[O-] | 7 | -7 | -1 | 12 | 3 | 2 | 26 | 0.3 | -1
39 | COc1ccc(/C=C(\C#N)C(=O)c2c(C)[nH]c3ccccc23)cc1OC | 6 | 23 | -12 | 39 | 0 | 33 | 15 | 0.2 | -9
40 | O=c1cc(-c2ccccc2)nc(N2CCCCC2)[nH]1 | -3 | -68 | -574 | -41 | -2 | -65 | 14 | -0.3 | -6
41 | Cc1cc(N/N=C/c2ccccc2O)nc(-c2ccccc2O)n1 | 22 | 50* | 25* | 32 | 4 | 41* | 72* | 3.7 | -3
42 | COc1ccc(/C=C/c2cc(C(F)(F)F)[nH]c(=O)n2)cc1OC | -3 | 9 | 0 | 9 | -2 | 15 | 21 | 0.2 | -3
43 | COc1ccccc1CNC(=O)CCn1c(=O)oc2ccccc21 | -3 | -20 | 3 | -7 | -2 | -12 | 1 | 0.8 | 4
44 | CCCS(=O)(=O)c1cn2cccc(N)c2c1S(=O)(=O)CCC | 8 | -5 | 1 | -1 | 0 | -17 | 23 | 2.2 | -5
45 | Cc1cc(=O)oc(C)c1C(=O)NC1CC(C)(C)NC(C)(C)C1 | 1 | 16 | 1 | 14 | 2 | -4 | -11 | -0.3 | 0
46 | CCCNS(=O)(=O)c1cccc(C(=O)NC2CCCc3ccccc32)c1 (stereo unspecified) | 6 | 20 | -2 | 23 | -1 | 5 | -8 | -2.5 | -2
47 | Cc1cccc2cc(C#N)c(NCCCn3ccnc3)nc12 | -10 | 12 | 0 | 29 | 1 | 14 | 10 | -1.9 | 3
48 | CC(C)CC(=O)/C(=C/c1ccc(N(C)C)cc1)n1cncn1 | 35 | 24 | 0 | 34 | -1 | 24 | -3 | -0.2 | -4

By substructure: the entries above containing a Cl atom (3)
no. | structure | NLRP3 yeast inh | tim10-1 inh | NR3A LBD binder | tim23-1 inh | XBP1 UPR activ | TIM10 inh | Mdm2-MdmX inh | UPR CHOP act | APJ ag
11 | O=C(CCc1nc2ccccc2c(=O)[nH]1)OCCOc1ccc(Cl)cc1 | 10 | 1 | 2 | -2 | 7 | 1 | -5 | -1.9 | -6
26 | COCCNC(=O)CN(c1cc(C(F)(F)F)ccc1Cl)S(C)(=O)=O | 18 | 2 | 7 | 3 | 1 | 13 | -14 | -1.5 | -6
35 | NC1=NC(c2ccc(Cl)cc2)n2c(nc3ccccc32)N1 (stereo unspecified) | 6 | 32 | 4 | 1 | 0 | 22 | 6 | -2.2 | -6

Next results follow.
no. | structure | NLRP3 yeast inh | tim10-1 inh | NR3A LBD binder | tim23-1 inh | XBP1 UPR activ | TIM10 inh | Mdm2-MdmX inh | UPR CHOP act | APJ ag
49 | CCCn1nc(NS(=O)(=O)c2cccc3nonc23)c2cc3ccccc3nc21 | 15 | 6 | 0 | 13 | -2 | 7 | 16 | 1.0 | -5
50 | Cc1oc2ccc(O)cc2c1C(=O)c1ccccc1 | 30 | -25 | 0 | 32 | -1 | -10 | 8 | 2.2 | -4
51 | COc1ccc(C(=O)OCC(=O)NC2CC2)cc1[N+](=O)[O-] | 6 | 6 | -1 | -7 | -1 | 6 | 8 | 1.7 | -5
52 | O=C(NCC(c1cccnc1)N1CCN(c2ccccc2)CC1)C1CCCCC1 (stereo unspecified) | 0 | 32 | 0 | -112 | 0 | 8 | 23 | 0.4 | -7
53 | Brc1ccccc1-n1nnc(-c2nccs2)n1 | 30 | 23 | 1 | 11 | 1 | 13 | -124 | 1.6 | 5

One compound at a time, as listed above.
Brc1ccccc1-n1nnc(-c2nccs2)n1 is listed as NLRP3 yeast inh: 30; tim10-1 inh: 23; NR3A LBD binder: 1; tim23-1 inh: 11; XBP1 UPR activ: 1; TIM10 inh: 13; Mdm2-MdmX inh: -124; UPR CHOP act: 1.6; APJ ag: 5
Cc1oc2ccc(O)cc2c1C(=O)c1ccccc1 is listed as NLRP3 yeast inh: 30; tim10-1 inh: -25; NR3A LBD binder: 0; tim23-1 inh: 32; XBP1 UPR activ: -1; TIM10 inh: -10; Mdm2-MdmX inh: 8; UPR CHOP act: 2.2; APJ ag: -4

Screening data deposited in PubChem BioAssay by Sanford-Burnham Center for Chemical Genomics.
